Screens deposited in PubChem BioAssay by several laboratories.
Fam108B inh: counter-screen for RBBP9 inhibitors: inhibitors of mouse Fam108B; actives 0.33% (n = 300,000); AID 1947; inhibition, % at 9.51 µM; recombinant Fam108B, FP-Rh probe fluorescence polarization;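 active means inhibition above the screen mean inhibition plus 3 SD, computed separately per campaign, cut at about 18% in these data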;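 further: inhibitors lower polarization as less probe binds the enzyme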
MEX-5 binding: C. elegans MEX-5 TCR-2 RNA binding activity. Q9XUB2. MEX-5/FITC-TCR2 RNA binding, fluorescence polarization; hits give low values. AID 1832. activity score (negative = inhibition of binding), % at 10 µM. actives 0.38% (n = 300,000);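 active means inhibition past about -25% in most replicates, and total fluorescence under double the plate's negative control median, limit read from the data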;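 further: 0% = DMSO and -100% = 5 µM competing unlabeled TCR2 RNA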
Target sequence (Q9XUB2 whole entry, looked up): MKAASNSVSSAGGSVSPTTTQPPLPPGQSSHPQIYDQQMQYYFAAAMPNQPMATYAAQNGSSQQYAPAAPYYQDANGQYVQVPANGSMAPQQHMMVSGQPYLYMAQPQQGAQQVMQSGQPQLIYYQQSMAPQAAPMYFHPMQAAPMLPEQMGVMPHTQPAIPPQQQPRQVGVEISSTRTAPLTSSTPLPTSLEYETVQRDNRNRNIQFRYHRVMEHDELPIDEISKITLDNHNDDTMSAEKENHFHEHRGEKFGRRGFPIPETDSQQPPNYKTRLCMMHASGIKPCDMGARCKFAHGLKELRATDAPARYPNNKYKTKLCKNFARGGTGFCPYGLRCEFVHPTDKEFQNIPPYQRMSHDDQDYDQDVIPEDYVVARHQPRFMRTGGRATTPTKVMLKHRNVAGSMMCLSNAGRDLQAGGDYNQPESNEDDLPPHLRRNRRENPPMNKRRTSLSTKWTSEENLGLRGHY
BCLXL inh: blocks human Bcl-xL binding to Bim BH3 peptide. Q07817. GST-Bcl-xL / FITC-Bim BH3 peptide fluorescence polarization. inhibition, % at 10.9 µM. actives 0.7% (n = 320,000). AID 2129;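 active means inhibition above the mean of all tested compounds plus 3 SD, cutoff set per campaign, cut at about 30% in these data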;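 further: 0% = DMSO wells and 100% = unlabeled Bim-BH3 peptide competitor; inhibitors lower millipolarization by displacing the labeled peptide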
Efflux pump mplx: antifungal efflux pump inhibition, Nile Red retention; AID 485275; S. cerevisiae Candida pump triplex; actives 0.44% (n = 330,000); inhibition, % at 10 µM;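 active means plate passing quality check with inhibition over a set limit, or well fluorescence over plate mean plus 4 SD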;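 further: Nile Red retained in pooled yeast measured as flow cytometry median fluorescence; 0% = buffer negative control and 100% = Enniatin B positive control; higher means more Nile Red kept so more efflux inhibition; some compounds called inactive have numbers as strong as hits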
Yeast superoxide: caloric restriction mimetics inhibiting age-related superoxide in yeast; superoxide response (% of plate mean), % at 10 µM; actives 0.18% (n = 330,000); S. cerevisiae aged cells, superoxide DHE fluorescence; hits give low values;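 active means superoxide response under a set limit, about three screen SD below normal, cut at about 65% in these data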;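 further: yeast aged for seven days with compound at 30 °C before DHE staining; 100% = average MFI of all compound-treated wells on the plate with controls excluded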
ZTA counter: ZTA (EBV) inhibition in EBNA-1 counter-screen; ZTA-DNA binding, fluorescence polarization; actives 0.15% (n = 320,000); AID 2234; P03206; inhibition, % at 11 µM; in the data active means inhibition above about 33%
Target sequence (P03206 whole entry, looked up): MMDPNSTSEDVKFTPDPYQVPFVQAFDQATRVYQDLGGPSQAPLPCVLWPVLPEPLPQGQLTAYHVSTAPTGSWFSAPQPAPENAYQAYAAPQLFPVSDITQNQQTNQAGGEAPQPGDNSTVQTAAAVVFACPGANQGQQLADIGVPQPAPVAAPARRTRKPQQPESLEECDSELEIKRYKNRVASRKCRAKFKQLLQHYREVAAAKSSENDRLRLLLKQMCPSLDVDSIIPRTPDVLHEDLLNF
GLD-1 RNA inh: GLD-1-TGE RNA interaction inhibition (C. elegans). inhibition, % at 5.96 µM. Q17339. purified GLD-1 + fluorescein TGE RNA, fluorescence polarization. actives 0.44% (n = 320,000). AID 2280;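 active means percent inhibition above a per-plate cutoff, the plate mean of test compounds plus 3 SD, cut at about 30% in these data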;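 further: 0% = DMSO wells with GLD-1 and probe and 100% = wells lacking GLD-1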
EBNA-1 inhibitor: blocks EBNA-1 binding to DNA; EBNA-1 DNA binding, fluorescence polarization; AID 1950; actives 0.34% (n = 300,000); inhibition, % at 14.8 µM; in the data active means inhibition above about 28%
MCL1-BIM inh: MCL1-BIM-BH3 interaction inhibition (human); Q07820; GST-MCL1 / FITC-Bim-BH3 fluorescence polarization; inhibition, % at 10.9 µM; actives 0.68% (n = 320,000); AID 2057;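 active means inhibition above the mean inhibition of all tested compounds plus 3 SD, set per campaign, cut at about 40% in these data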;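 further: 0% = DMSO wells and 100% = unlabeled Bim-BH3 peptide control; higher means more loss of mP so more displacement of Bim peptide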
Target sequence (Q07820 whole entry, looked up): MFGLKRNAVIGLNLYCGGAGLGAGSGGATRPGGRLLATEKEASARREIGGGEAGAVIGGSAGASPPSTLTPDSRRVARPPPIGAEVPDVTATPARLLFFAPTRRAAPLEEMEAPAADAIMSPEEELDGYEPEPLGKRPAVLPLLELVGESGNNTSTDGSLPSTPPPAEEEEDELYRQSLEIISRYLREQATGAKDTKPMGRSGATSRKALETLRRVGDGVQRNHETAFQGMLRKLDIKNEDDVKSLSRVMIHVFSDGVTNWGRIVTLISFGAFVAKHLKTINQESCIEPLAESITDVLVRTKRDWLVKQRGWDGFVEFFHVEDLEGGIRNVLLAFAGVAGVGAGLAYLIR
Starred values were filed as active, the others as inactive; . = not tested or not shown. Hits appear at their usual frequency. Share with any hit: about 2.3%.

SMILES	Fam108B inh	ZTA counter	BCLXL inh	MCL1-BIM inh	EBNA-1 inhibitor	Yeast superoxide	GLD-1 RNA inh	MEX-5 binding	Efflux pump mplx
Cn1c(SCc2cccc(Br)c2)nnc1-c1ccncc1	-2	-6	2	0	-9	99	-2	2.2	0.1
CCOc1cc(C(=S)N2CCOCC2)ccc1OS(=O)(=O)c1ccccc1[N+](=O)[O-]	-1	19	10	0	6	105	8	-0.7	0.0
COc1ccc(-c2cc(C(=O)O)c3c(C)nn(-c4ccccn4)c3n2)cc1	1	22	1	-2	-9	116	7	0.0	-0.1
FC(F)(F)c1cccc(NC(=S)NCCN2CCOCC2)c1	-2	0	9	12	-1	100	7	-0.4	0.0
CCOc1ccc(Oc2c(/C=N/NC(=O)C3CC3)c(C)nn2-c2ccccc2)cc1	4	5	0	-3	-1	98	4	-0.9	0.4
C=CCn1c(SCC(=O)OCC)nc2cc(C(=O)NCc3ccco3)ccc2c1=O	-1	7	0	-1	-8	111	0	1.9	0.3
CCCc1cc(C(=O)N2CCCC(N3CCN(c4ccc(F)cc4)CC3)C2)no1 (stereo not drawn)	1	-13	5	6	0	104	3	1.4	0.1
CCC(=O)NC(=S)Nc1ccc2oc(-c3ccc(OC)cc3)nc2c1	-6	-1	4	5	12	115	-10	-1.5	0.8
Cn1c(SCC(=O)Nc2ccc3c(c2)OCCO3)nnc1-c1ccco1	-3	5	6	2	1	100	4	-2.7	0.0
CC1CCCCC1NC(=O)CSc1nncs1 (stereo not drawn)	1	0	1	1	-7	105	10	-2.1	-0.1
CCOC(=O)c1oc2ccc(Br)cc2c1CSc1nnc(C)s1	-4	-3	1	4	4	113	-1	-1.2	0.0
Cc1cc(C)n(-c2nc(Nc3ccccc3C)nc(-n3nc(C)cc3C)n2)n1	4	0	-9	3	-6	106	-4	33	-0.1
O=C(O)c1ccc(OCC2CCCO2)cc1 (stereo not drawn)	-3	-1	5	3	1	110	4	-0.9	-0.1
COC(=O)Nc1ccc(Cc2ccncc2)cc1	4	10	6	8	9	102	-6	0.7	-0.1
COc1cc(SC)ccc1C(=O)Nc1nc(C)cs1	2	4	-1	-9	9	117	3	-2.2	-0.1

Profiles, looked up by structure:
Shown for FC(F)(F)c1cccc(NC(=S)NCCN2CCOCC2)c1 = Fam108B inh: -2; ZTA counter: 0; BCLXL inh: 9; MCL1-BIM inh: 12; EBNA-1 inhibitor: -1; Yeast superoxide: 100; GLD-1 RNA inh: 7; MEX-5 binding: -0.4; Efflux pump mplx: 0.0
Shown for CC1CCCCC1NC(=O)CSc1nncs1 (stereo not drawn) = Fam108B inh: 1; ZTA counter: 0; BCLXL inh: 1; MCL1-BIM inh: 1; EBNA-1 inhibitor: -7; Yeast superoxide: 105; GLD-1 RNA inh: 10; MEX-5 binding: -2.1; Efflux pump mplx: -0.1

The list continues.
SMILES	Fam108B inh	ZTA counter	BCLXL inh	MCL1-BIM inh	EBNA-1 inhibitor	Yeast superoxide	GLD-1 RNA inh	MEX-5 binding	Efflux pump mplx
CCC(C)[C@H](NC(=O)NC1CCCc2ccccc21)C(=O)OC (stereo partly drawn)	0	-11	9	7	-6	92	1	4.5	-0.1
C/C(=N\NC(=O)c1cc(C2CC2)nc2ccccc12)c1ccc(O)cc1O	5	-1	2	4	-10	88	-1	0.3	-0.1
OC1(c2ccccc2F)CCN(Cc2nnnn2CCc2ccccc2)CC1	2	-3	4	1	8	85	1	0.9	-0.1
Clc1cc(Br)ccc1NCc1cccnc1	6	7	1	2	5	128	-6	1.4	0.0
O=C(O)c1ccc(CN2CCCCC2)o1	1	0	2	-1	6	120	0	0.3	0.0
COc1cc(C(=O)NCC(=O)Nc2ccc(F)c(F)c2)ccc1OCC(=O)N1CCOCC1	1	-17	-20	-14	4	106	-1	-0.4	-0.2
O=C1CC(N(Cc2ccc3c(c2)OCO3)C(=O)Nc2ccc(F)cc2)C(=O)N1c1ccccc1 (stereo not drawn)	-2	2	-4	-6	5	118	2	.	-0.2
COC(=O)c1cccc(NC(=O)c2cnoc2C)c1	-1	-11	6	2	-6	104	3	1.3	-0.1
Cc1cc(C)nc(SCC(=O)Oc2ccc3oc(=O)cc(C)c3c2)n1	-7	0	4	4	-3	101	0	-0.7	0.0
O=C(CSc1nnc(-c2cccnc2)n1-c1ccc(F)cc1)NCc1ccc2c(c1)OCO2	-1	-3	-2	-4	-17	106	-1	1.5	0.0
CCc1[nH]c(=S)c(C#N)c(-c2ccccc2)c1C(=O)OC	0	8	12	10	2	89	-6	1.1	-0.2
C=CCN(c1ccc(C(=O)NC(C)C)cc1)S(C)(=O)=O	-1	5	1	3	2	88	3	0.0	-0.2
CSc1nc(-c2ccc(Cl)cc2)c(C#N)c(=O)[nH]1	2	-19	0	-6	-8	122	10	4.2	0.0
COc1ccc(Cn2ccnc2SCC(=O)Nc2ccccc2)cc1	7	-1	0	1	10	102	6	-1.3	-0.2
CSc1nc(C)cc(OCNC(=O)c2cccs2)n1	-2	-14	0	-1	-5	100	0	-0.8	0.1
Cc1cc(C)c2c(CN3CCN(Cc4ccc5c(c4)OCO5)CC3)cc(=O)oc2c1C	2	-11	3	1	3	101	-4	-1.4	-0.1
O=C(CCN1C(=O)c2ccc(Br)cc2C1=O)NC1CCCCC1	-1	1	1	8	4	100	1	-3.0	0.1
Cn1nc(C(=O)NCc2cccc(Cl)c2)c2c1-c1ccccc1S(=O)(=O)C2	-5	6	8	2	8	94	3	-1.3	0.1
Cc1cccc(NC(=O)C2CC(=O)N(c3ccccc3)C2)c1C (stereo not drawn)	3	-25	-4	-10	-4	93	-5	2.3	0.0
C=CCn1c(C)cc(C(=O)CSc2nc3ccccc3[nH]2)c1C	1	12	-3	2	2	119	-3	-1.8	0.0
N#Cc1cnc(Sc2ccccc2)nc1	0	3	-6	-3	7	94	-4	-0.9	-0.1
Cc1ccccc1NC(=O)CN1CCN(C)CC1	1	-17	0	-1	-4	95	5	2.5	0.3
O=C(COC(=O)c1ccc([N+](=O)[O-])s1)Nc1ccc(Cl)cn1	9	7	17	16	-7	119	1	-1.4	-0.1
O=C(c1cc2cc(Br)ccc2oc1=O)N1CCN(c2ccccn2)CC1	1	3	7	6	-7	106	4	0.5	0.0
COC(=O)[C@@H]1C[C@@]2(O)[C@@H](O)[C@@H](O)[C@@H](O)C[C@H]2N1Cc1ccc(-c2ccccc2)cc1	-4	-11	2	5	12	101	11	-1.5	-0.1
Cc1nccn1-c1ccc(C=O)cc1	0	14	3	17	3	102	2	-2.6	-0.1
Cc1ccc(C(=O)C(C)OC(=O)CCN2C(=O)C3C4C=CC(C5CC45)C3C2=O)cc1 (stereo not drawn)	-5	7	0	-4	6	78	5	1.0	0.0
NS(=O)(=O)c1ccc(N=Nc2c(O)c(C(=O)O)cc3ccccc23)cc1	3	2	8	10	0	107	5	-2.5	0.1
COc1ccccc1Nc1nnc(SCC(=O)Nc2cc(C)on2)s1	2	-3	-8	-8	35*	104	0	-1.4	0.1
Nc1nnc(CCc2ccccc2)s1	-1	-11	5	8	9	106	9	0.3	0.0
Cc1nc(-c2ccc(S(=O)(=O)Nc3cccc(S(N)(=O)=O)c3)s2)cs1	1	10	6	7	-5	96	4	-0.2	0.2
Cc1ccccc1OCCC(=O)OCC(=O)Nc1ccc2[nH]c(=O)[nH]c2c1	3	7	3	2	-6	104	2	2.5	0.1
O=C(NC1CC1)C1CCN(C(=O)c2ccccc2Cl)CC1	0	6	1	3	11	93	-2	0.2	-0.2
CCC(C(=O)Nc1cccnc1Cl)c1ccccc1 (stereo not drawn)	-1	-1	2	2	-9	105	8	-1.3	0.1
CCN(CC)c1ccc(NC(=O)CCNC(=O)c2ccco2)cc1	-7	10	6	4	-1	84	1	1.4	-0.1
O=[N+]([O-])c1ccc2c(c1)ncn2-c1ccccc1	-5	-25	3	14	-5	108	3	0.7	0.0
C=CCN1C(=O)CSc2ccc(C(=O)NC3CCCCC3)cc21	-1	10	4	5	-1	104	6	-0.3	0.1
COc1ccc(CC(=O)N2CCCC2)c(OC)c1	-1	-1	-4	-10	4	96	-4	-1.6	-0.1
Cc1cnc(C(=O)OCC(=O)N2c3ccccc3NC(=O)C2(C)C)cn1	-4	7	1	-1	1	111	2	-1.4	0.0
CC(=NCCc1ccccc1)C1=C(O)CSC1=O	0	23	1	2	-12	110	-4	-2.0	0.1
CS(=O)(=O)N(CC(=O)NCc1ccccc1Cl)c1cccc([N+](=O)[O-])c1	-2	6	9	0	1	105	7	3.5	0.0
COc1cccc(OC)c1C(=O)N1CCN(c2c(Cc3ccccc3)c(C)nc3ncnn23)CC1	-1	-9	2	-7	5	106	4	-0.3	-0.1
Cc1ccc(-c2cc(C(=O)N/N=C/c3c(C)nn(C)c3C)c3ccccc3n2)c(C)c1	0	-7	-4	0	-8	99	0	-3.6	0.1
Cc1ccc(S(=O)(=O)N2CCN(c3nn(C)c(=O)n(C)c3=O)CC2)cc1C	.	-11	0	-5	.	93	2	.	-0.1
CCc1cc(C(=O)NNC(=S)Nc2ccccc2C)cs1	0	-1	9	16	9	97	3	-1.1	-0.1
c1ccc2c(c1)nc(NCc1ccc3c(c1)OCO3)n2CCN1CCOCC1	-3	-8	1	4	0	90	-2	-2.2	-0.1
CC1CCCC(NC(=O)COC(=O)CCc2ccccc2)C1C (stereo not drawn)	-6	-1	3	5	2	92	5	-4.4	0.1
COc1ccc(-c2cc3nc(C)c(CCC(=O)NC(C)CCc4ccco4)c(C)n3n2)c(OC)c1 (stereo not drawn)	-2	6	-1	-2	-1	100	1	-1.4	0.4
CCc1ccc(N(CC(=O)NC)S(C)(=O)=O)cc1	3	2	3	6	5	111	-3	-0.3	0.0
O=C(CSc1nccn1Cc1ccco1)Nc1ccc(F)cc1	-4	4	0	1	3	103	1	0.0	-0.1
Cc1ccc(Cl)cc1NC(=O)N(C)CCO	0	-7	-1	0	-7	111	-23	-2.8	0.1
C[N+]1=C(/C=C/Nc2ccccc2Cl)C(C)(C)c2ccccc21	-14	9	1	-30	10	91	-8	6.9	0.3
O=C(CCn1c2c(c3ccccc31)CCCC2)NNC(=O)c1cccc([N+](=O)[O-])c1	5	3	-1	-4	1	93	4	0.2	-0.1
O=[N+]([O-])c1cc(/C=N/O)ccc1Oc1ccccc1Cl	1	-14	6	-1	-2	132	3	-0.3	0.4
Cc1cc([N+](=O)[O-])nn1CC(=O)NCc1ccccc1	0	1	1	3	7	93	3	-2.3	-0.1
CCc1ccc(NC(=O)C(=O)NCCOc2ccccc2Cl)cc1	-3	8	4	3	4	103	7	-1.1	-0.1
O=C(CCCc1c[nH]c2ccccc12)N1CCN(S(=O)(=O)c2cccs2)CC1	6	-7	2	3	-9	89	1	0.8	0.1
CCCCCCCCC1CC(C(=O)Nc2ccccc2)C(=O)O1 (stereo not drawn)	1	-2	6	-1	6	114	3	1.8	-0.1
CCC(=O)NC(=S)Nc1c(C)cc(Br)cc1C	-4	2	7	9	11	95	6	0.1	-0.1
Cc1c(Cl)cccc1NC(=O)C1CCN(c2cnccn2)CC1	2	6	1	-1	5	98	6	-2.7	-0.1
CCN(CC)S(=O)(=O)c1ccc(N2CCOCC2)c(C(=O)O)c1	3	-5	-4	-7	2	115	3	2.0	0.1
Cc1cc(C2CCCCC2)n(O)c(=O)c1	-9	12	-1	-1	9	74	-1	.	-0.1
CCc1cccc(NS(=O)(=O)c2ccc3c(c2)NC(=O)C(C)S3)c1 (stereo not drawn)	-8	-1	-7	-12	-4	106	4	2.2	0.8
